Bioassay records from PubChem BioAssay.
FXIa inh – factor XIa (human) inhibition; P03951; purified FXIa, Boc-Glu-Ala-Arg-AMC fluorogenic substrate; inhibition, % at 5 µM; 0.14% of 220,000 active; AID 798;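 active = inhibition of at least 40%; inactive = inhibition below 40%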;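 note: fluorescence of freed AMC excited at 355 nm; 0% = enzyme without compound and 100% = no enzyme blank; many of its hits are not listed in these tables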
Hck-Nef inh – blocks Nef-activated human Hck kinase. P08631. Recombinant Hck-YEEI plus Nef, Z-Lyte FRET kinase assay. inhibition, % at 20 µM. 0.68% of 220,000 active;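 active = Hck-Nef kinase inhibition above about 50%, limit read from the data; inactive = inhibition below that limit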;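 note: 0% = DMSO with Hck plus Nef and 100% = Hck alone without Nef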
KCC2 mod – modulators of human KCC2 chloride dependent transport; KCC2 cells, thallium flux FluoZin-2 fluorescence; B-score of Tl+ flux slope (higher = more flux/activation; lower = inhibition) at 10 µM; 2.2% of 190,000 active; Q9H2X9;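 active = thallium flux slope and its plate-corrected score both differing from the plate sample mean at a set confidence after two filtering rounds, in either direction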;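 note: slope of fluorescence scaled to starting intensity during 10 to 20 s after thallium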
TNF necrop inh – blocks TNF-alpha induced death of Jurkat FADD-/- cells | 0.068% of 220,000 active | Jurkat FADD-/- TNF necroptosis rescue, ATP luminescence, 24 h; 0 = TNF only, 100 = no-TNF cells | activation (protection from cell death), % at 10 µM;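 active = activation, meaning protection from cell death, of at least 50% relative to plate controls; inactive = activation below 50%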;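 note: necroptosis triggered by 40 ng/mL TNF-alpha added together with compound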
zVAD death inh – blocks zVAD induced death of L929 cells; L929 zVAD necroptosis rescue, ATP luminescence, 24 h; with zVAD 60 µM; viability rescue, % at 10 µM; 0.38% of 220,000 active;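 active = activation, scaled between plate controls, above about 75%, limit read from the data; inactive = activation under that limit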;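 note: 0% = zVAD with DMSO and 100% = DMSO alone without zVAD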
Rad51 HR inh – Rad51 (human) homologous recombination inhibition | Q06609 | hRad51 DNA strand exchange, fluorescence dequenching | inhibition, % at 10 µM | 0.085% of 200,000 active | AID 1385;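 active = inhibition above 40% at the single screening dose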;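 note: 0% = DMSO control wells and 100% = blanks with heterologous ssDNA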
Target sequence (Q06609 whole entry, looked up): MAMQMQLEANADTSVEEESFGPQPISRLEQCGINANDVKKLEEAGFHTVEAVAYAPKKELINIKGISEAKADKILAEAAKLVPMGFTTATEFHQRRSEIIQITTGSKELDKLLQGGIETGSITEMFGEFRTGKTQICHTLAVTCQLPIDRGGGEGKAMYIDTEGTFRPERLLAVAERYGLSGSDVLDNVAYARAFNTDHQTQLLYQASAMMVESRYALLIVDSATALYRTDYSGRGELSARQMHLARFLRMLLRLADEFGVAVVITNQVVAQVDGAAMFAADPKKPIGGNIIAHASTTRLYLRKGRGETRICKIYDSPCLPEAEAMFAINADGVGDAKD
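Test system: preformed human Rad51 ssDNA filaments; also added: Donor/quencher-labelled 47-bp dsDNA substrate; doses: 10 µM final, single point; times: 37 °C 15-min filament assembly, 30-min compound preincubation, 15-min exchange; detection: FRET fluorescence dequenching, excitation 485 nm, emission 520 nm; read-out basis: Fluorescence-based percent inhibition, control- and blank-normalised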
FXIIa inh – inhibitors of human coagulation factor XIIa; purified FXIIa, Boc-QGR-AMC fluorogenic substrate, 2 h; inhibition, % at 5 µM; 0.3% of 220,000 active; P00748; in the data active = inhibition above about 40%;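 note: 0% = enzyme with no compound and 100% = blank without enzyme; many of its hits are not listed in these tables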
Target sequence (P00748 20-372 limits assumed): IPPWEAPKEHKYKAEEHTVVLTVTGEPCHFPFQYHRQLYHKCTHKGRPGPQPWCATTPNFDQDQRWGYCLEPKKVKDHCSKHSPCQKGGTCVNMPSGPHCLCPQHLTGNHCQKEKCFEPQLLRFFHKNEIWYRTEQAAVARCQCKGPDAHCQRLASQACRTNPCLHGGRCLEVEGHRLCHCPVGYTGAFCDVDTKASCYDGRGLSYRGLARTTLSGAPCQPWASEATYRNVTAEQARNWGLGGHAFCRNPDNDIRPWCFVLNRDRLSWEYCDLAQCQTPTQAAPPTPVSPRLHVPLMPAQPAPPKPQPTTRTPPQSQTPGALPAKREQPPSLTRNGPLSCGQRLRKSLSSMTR
Target sequence (P00748 373-615 limits assumed): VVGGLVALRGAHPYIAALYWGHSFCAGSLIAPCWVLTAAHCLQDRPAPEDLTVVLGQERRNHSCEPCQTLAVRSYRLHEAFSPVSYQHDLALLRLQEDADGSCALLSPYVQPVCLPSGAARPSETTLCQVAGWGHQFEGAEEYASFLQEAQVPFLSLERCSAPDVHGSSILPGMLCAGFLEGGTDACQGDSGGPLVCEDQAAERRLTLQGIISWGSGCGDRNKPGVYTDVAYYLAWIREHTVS
KLK5 inh – blocks human kallikrein 5 protease activity | Q9Y337 | recombinant hK5, fluorogenic AMC substrate cleavage | inhibition, % at 5 µM | 0.59% of 210,000 active;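 active = inhibition of 40% or more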;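 note: 0% = enzyme controls without compound and 100% = no-enzyme blanks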
Thrombin inh – inhibitors of human thrombin; AID 1046; alpha-thrombin, Boc-VPR-AMC fluorogenic substrate cleavage; inhibition, % at 5 µM; 0.26% of 220,000 active;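 active = inhibition at or above 40%; inactive = inhibition below 40%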;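 note: 0% = enzyme with no compound and 100% = wells without enzyme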
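System: Human alpha-thrombin protein | Medium: pH 7.5 Tris (50 mM) with NaCl 150 mM, Tween 20 0.05% | Times: Enzyme reaction carried out at room temperature | Detection: AMC fluorescence, 355/460 nm | Evaluation: Percent inhibition scaled between no-compound controls and no-enzyme blanks | Benchmarks: Enzyme without compound as high, wells lacking enzyme as low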
Numbers without * were called inactive. An excerpt. The share of hits here may be higher or lower than overall.

Screening C=CCSc1nnc2c(n1)OC(c1ccccn1)N(C(C)=O)c1ccccc1-2 (stereo not drawn) returned FXIa inh -2, Hck-Nef inh 0, KCC2 mod 0.36, TNF necrop inh -0.1, zVAD death inh -1.2, Rad51 HR inh 16, FXIIa inh 10, KLK5 inh -8 and Thrombin inh -1.
Screening CCCCOC1(c2ccccc2)NC(=S)NN=C1c1ccccc1 (stereo not drawn) returned FXIa inh 2, Hck-Nef inh 1, TNF necrop inh 0.0, zVAD death inh -0.1, Rad51 HR inh -5, FXIIa inh 9, KLK5 inh 0 and Thrombin inh -2.
Screening CCOC(=O)/C(=N\Nc1ccc(Br)cc1)N1CC(C)OC(C)C1 (stereo not drawn) returned FXIa inh 4, Hck-Nef inh 17, KCC2 mod -1.3, TNF necrop inh -1.0, zVAD death inh -0.5, Rad51 HR inh -48, FXIIa inh 10, KLK5 inh 5 and Thrombin inh 2.
Screening COc1ccc(OC)c(/C=N/NC(=O)CNC(=O)c2ccc(S(=O)(=O)N3CCOCC3)cc2)c1 returned FXIa inh 4, Hck-Nef inh 4, KCC2 mod 0.042, TNF necrop inh 1.0, zVAD death inh 1.1, Rad51 HR inh -2, FXIIa inh 16, KLK5 inh -24 and Thrombin inh -2.
COc1ccc(Cl)cc1N(CC(=O)Nc1ccc2c(c1)OCCO2)S(C)(=O)=O was read as FXIa inh -8, Hck-Nef inh 1, TNF necrop inh -4.3, zVAD death inh 0.1, Rad51 HR inh 3, FXIIa inh -12, KLK5 inh 0 and Thrombin inh 2.
O=C(c1cnccn1)N(c1ccccc1)C1(C(=O)NC2CCCC2)CCCCC1 was read as FXIa inh 4, Hck-Nef inh 1, KCC2 mod 0.39, TNF necrop inh -0.7, zVAD death inh 0.3, FXIIa inh 19, KLK5 inh 4 and Thrombin inh 3.
For O=C(O)c1ccc2c3c(cccc13)C(=O)N(OS(=O)(=O)c1ccccc1)C2=O the results were FXIa inh -5, Hck-Nef inh 41, KCC2 mod 0.62, TNF necrop inh 0.5, zVAD death inh 12, Rad51 HR inh -1, FXIIa inh 6, KLK5 inh -4 and Thrombin inh -8.
Screening CN(C)c1nc(N)nc(CSc2nnnn2-c2ccc(C(=O)O)cc2)n1 returned FXIa inh 0, Hck-Nef inh 1, KCC2 mod -0.2, TNF necrop inh 0.7, zVAD death inh -0.8, Rad51 HR inh -1, FXIIa inh 14, KLK5 inh -2 and Thrombin inh 0.
Cc1noc(C)c1C(=O)Nc1sc2c(c1C(N)=O)CCC2 was read as FXIa inh 14, Hck-Nef inh 2, KCC2 mod 0.69, TNF necrop inh 0.9, zVAD death inh 0.4, Rad51 HR inh -5, FXIIa inh 23, KLK5 inh -3 and Thrombin inh 29.
COc1cccc(-c2csc(N3CCN(C(=S)Nc4ccccc4OC)CC3)n2)c1 was read as FXIa inh 4, Hck-Nef inh -1, KCC2 mod 1.1, TNF necrop inh -3.0, zVAD death inh 0.1, Rad51 HR inh -10, FXIIa inh 5, KLK5 inh -3 and Thrombin inh -4.
COc1ccc(CNC(=O)C2CSC(=O)C2)cc1 (stereo not drawn) was read as FXIa inh 0, Hck-Nef inh 3, TNF necrop inh -0.7, zVAD death inh 1.4, Rad51 HR inh -3, FXIIa inh 6, KLK5 inh -12 and Thrombin inh -2.
`COc1cccc2cc3c(=O)oc4ccccc4c3nc12` gave FXIa inh -4, Hck-Nef inh 0, KCC2 mod -0.34, TNF necrop inh -4.9, zVAD death inh -0.1, Rad51 HR inh 0, FXIIa inh 9, KLK5 inh -41 and Thrombin inh -4.
CCOc1ccc(N=C2NC(=O)C(CC(=O)Nc3ccccc3)S2)cc1 (stereo not drawn) was read as FXIa inh -6, Hck-Nef inh 24, KCC2 mod -0.28, TNF necrop inh 1.9, zVAD death inh 1.3, Rad51 HR inh 21, FXIIa inh 3, KLK5 inh -11 and Thrombin inh -4.
Screening CCCCN(C)S(=O)(=O)c1ccc(C(=O)Nc2nnc(-c3cccs3)o2)cc1 returned FXIa inh 3, Hck-Nef inh 1, TNF necrop inh -2.2, zVAD death inh 3.1, Rad51 HR inh 3, FXIIa inh 13, KLK5 inh -137 and Thrombin inh -1.
`CCC(=O)NC(=S)Nc1ccc(-c2nc3ccc(C)cc3s2)cc1` gave FXIa inh -4, Hck-Nef inh 5, KCC2 mod 2.5, TNF necrop inh 0.8, zVAD death inh 0.0, Rad51 HR inh 6, FXIIa inh 2, KLK5 inh -11 and Thrombin inh -7.
`NC(=S)N/N=C/c1ccc(-c2cccc([N+](=O)[O-])c2)o1` gave FXIa inh 6, Hck-Nef inh 5, TNF necrop inh -17, zVAD death inh -0.1, FXIIa inh 9, KLK5 inh -8 and Thrombin inh -4.
For Cc1nc2c(C)cccn2c1C(=O)N/N=C/c1ccccc1[N+](=O)[O-] the results were FXIa inh 5, Hck-Nef inh -124, KCC2 mod -0.081, TNF necrop inh -1.0, zVAD death inh -0.3, Rad51 HR inh -10, FXIIa inh 14, KLK5 inh -1 and Thrombin inh 6.
COc1ccc(-c2cnc[nH]2)cc1 was read as FXIa inh 1, Hck-Nef inh 23, KCC2 mod 0.67, TNF necrop inh 0.1, zVAD death inh 1.4, Rad51 HR inh -10, FXIIa inh 4 and KLK5 inh -3.
`CN(C)C=Nc1nc2ccccc2nc1N1CCCC1` gave FXIa inh -1, Hck-Nef inh 50, KCC2 mod -0.52, TNF necrop inh -0.9, zVAD death inh 0.4, Rad51 HR inh 11, FXIIa inh 3, KLK5 inh -5 and Thrombin inh 2.
For COc1ccc(NC(=O)CSC2CC(=O)N(c3ccc4c(c3)OCCO4)C2=O)cc1 (stereo not drawn) the results were FXIa inh -5, Hck-Nef inh -7, KCC2 mod 0.19, TNF necrop inh 2.4, zVAD death inh 2.1, Rad51 HR inh -6, FXIIa inh 3, KLK5 inh 2 and Thrombin inh -8.
For CCOC(=O)c1cccc(NC(=O)CN(c2ccc(C)cc2)S(=O)(=O)c2c(C)noc2C)c1 the results were FXIa inh -8, Hck-Nef inh 1, TNF necrop inh -3.2, zVAD death inh 0.4, Rad51 HR inh 1, FXIIa inh 4, KLK5 inh -3 and Thrombin inh -1.
`COc1ccccc1NS(=O)(=O)c1cc(N)ccc1N1CCCCC1` gave FXIa inh 2, Hck-Nef inh -3, KCC2 mod 0.61, TNF necrop inh 2.8, zVAD death inh 5.1, Rad51 HR inh 27, FXIIa inh 8, KLK5 inh 2 and Thrombin inh -1.
Screening O=C(c1ccccc1)c1sc(N2CCOCC2)nc1-c1ccccc1 returned FXIa inh -9, Hck-Nef inh 11, KCC2 mod 0.0032, TNF necrop inh -0.9, zVAD death inh 1.6, Rad51 HR inh 3, FXIIa inh 1, KLK5 inh -7 and Thrombin inh -10.
COc1cc(/C=N/NC(=O)c2ccc3nc[nH]c3c2)ccc1O was read as FXIa inh 0, Hck-Nef inh 5, KCC2 mod 1.7, TNF necrop inh 1.5, zVAD death inh 1.8, Rad51 HR inh 0, FXIIa inh 1, KLK5 inh 1 and Thrombin inh -2.

Three records drawn at random from the list so far:
COc1ccc(-c2cnc[nH]2)cc1 was read as FXIa inh 1, Hck-Nef inh 23, KCC2 mod 0.67, TNF necrop inh 0.1, zVAD death inh 1.4, Rad51 HR inh -10, FXIIa inh 4 and KLK5 inh -3.
`NC(=S)N/N=C/c1ccc(-c2cccc([N+](=O)[O-])c2)o1` gave FXIa inh 6, Hck-Nef inh 5, TNF necrop inh -17, zVAD death inh -0.1, FXIIa inh 9, KLK5 inh -8 and Thrombin inh -4.
For CCOC(=O)c1cccc(NC(=O)CN(c2ccc(C)cc2)S(=O)(=O)c2c(C)noc2C)c1 the results were FXIa inh -8, Hck-Nef inh 1, TNF necrop inh -3.2, zVAD death inh 0.4, Rad51 HR inh 1, FXIIa inh 4, KLK5 inh -3 and Thrombin inh -1.

(next part)
`CCOC(=O)Cc1csc(NC(=O)c2ccc(S(=O)(=O)N3CCCCC3)cc2)n1` gave FXIa inh 1, Hck-Nef inh 2, KCC2 mod -0.89, TNF necrop inh -4.2, zVAD death inh 0.2, Rad51 HR inh -5, FXIIa inh 9, KLK5 inh 9 and Thrombin inh -2.
For COc1cccc(N/C(=N/C(=S)Nc2ccc(C)cc2C)Nc2nc(C)cc(C)n2)c1 the results were FXIa inh 3, Hck-Nef inh 5, KCC2 mod 0.9, TNF necrop inh -0.1, zVAD death inh 0.0, Rad51 HR inh -23, FXIIa inh 6, KLK5 inh 1 and Thrombin inh -1.
`COc1ccc(-c2cc(C(=O)OCC(=O)N3CCCC3)c3ccccc3n2)cc1` gave FXIa inh -6, Hck-Nef inh 3, KCC2 mod -0.012, TNF necrop inh -5.0, zVAD death inh 1.2, Rad51 HR inh 9, FXIIa inh -2, KLK5 inh -21 and Thrombin inh -7.
`O=C(CCc1nc2ccccc2s1)Nc1cccnc1` gave FXIa inh -4, Hck-Nef inh 28, KCC2 mod -0.34, TNF necrop inh 1.6, zVAD death inh 0.2, Rad51 HR inh 11, FXIIa inh 0, KLK5 inh -9 and Thrombin inh -11.
`COC(=O)c1ccc(C(=O)OC)c(NC(=O)CSc2nnc(-c3ccccc3Cl)o2)c1` gave Hck-Nef inh 2, KCC2 mod -1, TNF necrop inh -2.0, zVAD death inh -0.2 and Rad51 HR inh -1.
CCNc1ccc(S(=O)(=O)N(C)C)cc1NCC(=O)Nc1ccc(F)c(Cl)c1 was read as FXIa inh -4, Hck-Nef inh -4, KCC2 mod -0.24, TNF necrop inh 1.6, zVAD death inh 1.8, Rad51 HR inh -7, FXIIa inh 5, KLK5 inh -12 and Thrombin inh -11.
Screening CCCCCC(=O)NC(=S)Nc1ccc(Br)cc1C returned FXIa inh 10, Hck-Nef inh 5, KCC2 mod 0.33, TNF necrop inh 1.6, zVAD death inh 0.8, Rad51 HR inh 11, FXIIa inh 20, KLK5 inh 8 and Thrombin inh -1.
Cc1ccccc1-n1c(SCC(=O)N2CCC(C(=O)O)CC2)nnc1-c1ccncc1 was read as FXIa inh -2, Hck-Nef inh 1, KCC2 mod -0.05, TNF necrop inh 0.1, zVAD death inh 0.4, Rad51 HR inh -7, FXIIa inh 9, KLK5 inh -2 and Thrombin inh -10.
Screening COc1ccccc1-c1noc(-c2cccnc2)n1 returned FXIa inh 9, Hck-Nef inh 1, KCC2 mod -0.42, TNF necrop inh -2.4, zVAD death inh -0.1, Rad51 HR inh -2, FXIIa inh 19, KLK5 inh 6 and Thrombin inh 2.
For CCOc1cc(NS(C)(=O)=O)c(OCC)cc1NC(=O)c1cccs1 the results were FXIa inh -2, Hck-Nef inh -1, KCC2 mod 0.048, TNF necrop inh -1.1, zVAD death inh 0.9, Rad51 HR inh 11, FXIIa inh 10, KLK5 inh -13 and Thrombin inh -5.
CCOC(=O)CC(NC(=O)c1cc2cccc(OC)c2oc1=O)c1cccc([N+](=O)[O-])c1 (stereo not drawn) was read as FXIa inh -7, Hck-Nef inh 2, KCC2 mod -0.012, TNF necrop inh 2.4, zVAD death inh 0.2, FXIIa inh -1, KLK5 inh -16 and Thrombin inh -9.
COc1ccc(-c2cc(C#N)nc(NN)n2)cc1 was read as FXIa inh 7, Hck-Nef inh 13, TNF necrop inh 0.8, zVAD death inh 0.4, Rad51 HR inh 7, FXIIa inh 7, KLK5 inh 1 and Thrombin inh 0.
